NCI-60 one-dose screen, 48 h, at 10 µM unless noted. Numbers give growth in % (100 = growth as untreated, 0 = no growth, -100 = all killed).
HCT-15: HCT-15 colon cancer. hit rate 5.2% among 82,000. AID 1794746
HT29: HT29 colon cancer | hit rate 7.4% among 81,000
COLO 205: COLO 205 colon cancer; AID 1794742; hit rate 7.3% among 79,000
SNB-75: SNB-75 CNS cancer. hit rate 5% among 79,000. AID 1794750
A498: A498 renal cancer cells | hit rate 5.4% among 76,000 | AID 1794774
KM12: KM12 colon cancer cells; hit rate 5% among 82,000
HCT-116: HCT-116 colon cancer; hit rate 7.3% among 82,000
SW-620: SW-620 colon cancer; hit rate 5.2% among 82,000
HCC-2998: HCC-2998 colon cancer. hit rate 4.7% among 79,000. AID 1794799
An asterisk follows results filed as active; / = no result given. The calls were made as follows: active = growth percent below 10; inactive = the rest.

(1) Clc1ccc(Nc2cccc(-c3[nH]nc4ncccc34)c2)c(Br)c1
(2) O=C(N/N=C/c1ccccc1O)c1ccncc1
(3) C[C@@H]1CN(c2cnc(C(=O)Nc3cc(F)cc4cccnc34)cn2)C[C@H](C)N1
(4) CC(=O)NC(NC(C)=O)c1ccccc1
(5) CCCCCc1ccc(S(=O)(=O)Nc2cccc(-c3csc(NC(=O)CCCCCN4CCN(C)CC4)n3)c2)cc1
(6) O=C(NC1C(O)OC(CO)C(O)C1O)NS(=O)(=O)c1ccc(CCNC(=O)c2ccc(Cl)cc2)cc1 (configuration not stated)

assay / compound,1,2,3,4,5,6
HCT-15,83,29,36,113,-7.1*,99
HT29,91,43,36,92,7.4*,107
COLO 205,104,27,13,105,-34*,111
SNB-75,79,86,69,89,86,86
A498,65,88,67,90,79,/
KM12,96,34,83,102,57,103
HCT-116,89,49,13,75,-36*,106
SW-620,98,66,46,102,-27*,105
HCC-2998,105,64,92,90,-18*,110

(7) CCCCN(CCCC)CCNc1ccc(C)c2sc3ccc([N+](=O)[O-])cc3c(=O)c12
(8) O=C1/C(=C\c2cn(Cc3ccccc3)c3ccccc23)c2ccccc2N1Cc1ccccc1
(9) CSc1nc(=O)n(CCc2ccc(Cl)cc2)c(=O)n1Cc1ccc(C(=O)O)cc1
(10) Cc1sc(C(NC(=O)OCCn2c([N+](=O)[O-])cnc2C)C(F)(F)Cl)nc1-c1ccc(OC(F)(F)F)cc1 (configuration not stated)
(11) c1nc2nonc2nc1C1CC1
(12) COc1ccccc1NCc1ccc(CO)n1-c1ccc(O)cc1

assay / compound,7,8,9,10,11,12
HCT-15,98,78,110,-93*,113,103
HT29,73,90,114,-83*,110,108
COLO 205,87,90,108,-74*,122,124
SNB-75,98,90,55,-33*,99,92
A498,82,97,89,-90*,106,134
KM12,95,88,109,-62*,98,106
HCT-116,64,65,98,-80*,93,98
SW-620,86,97,103,-67*,88,119
HCC-2998,103,/,108,-97*,111,100

Sorted by molecular weight (ascending): twelve of the compounds above
(11) c1nc2nonc2nc1C1CC1
(4) CC(=O)NC(NC(C)=O)c1ccccc1
(2) O=C(N/N=C/c1ccccc1O)c1ccncc1
(12) COc1ccccc1NCc1ccc(CO)n1-c1ccc(O)cc1
(3) C[C@@H]1CN(c2cnc(C(=O)Nc3cc(F)cc4cccnc34)cn2)C[C@H](C)N1
(1) Clc1ccc(Nc2cccc(-c3[nH]nc4ncccc34)c2)c(Br)c1
(9) CSc1nc(=O)n(CCc2ccc(Cl)cc2)c(=O)n1Cc1ccc(C(=O)O)cc1
(8) O=C1/C(=C\c2cn(Cc3ccccc3)c3ccccc23)c2ccccc2N1Cc1ccccc1

assay / compound,11,4,2,12,3,1,9,8
HCT-15,113,113,29,103,36,83,110,78
HT29,110,92,43,108,36,91,114,90
COLO 205,122,105,27,124,13,104,108,90
SNB-75,99,89,86,92,69,79,55,90
A498,106,90,88,134,67,65,89,97
KM12,98,102,34,106,83,96,109,88
HCT-116,93,75,49,98,13,89,98,65
SW-620,88,102,66,119,46,98,103,97
HCC-2998,111,90,64,100,92,105,108,/

(7) CCCCN(CCCC)CCNc1ccc(C)c2sc3ccc([N+](=O)[O-])cc3c(=O)c12
(6) O=C(NC1C(O)OC(CO)C(O)C1O)NS(=O)(=O)c1ccc(CCNC(=O)c2ccc(Cl)cc2)cc1 (configuration not stated)
(10) Cc1sc(C(NC(=O)OCCn2c([N+](=O)[O-])cnc2C)C(F)(F)Cl)nc1-c1ccc(OC(F)(F)F)cc1 (configuration not stated)
(5) CCCCCc1ccc(S(=O)(=O)Nc2cccc(-c3csc(NC(=O)CCCCCN4CCN(C)CC4)n3)c2)cc1

assay / compound,7,6,10,5
HCT-15,98,99,-93*,-7.1*
HT29,73,107,-83*,7.4*
COLO 205,87,111,-74*,-34*
SNB-75,98,86,-33*,86
A498,82,/,-90*,79
KM12,95,103,-62*,57
HCT-116,64,106,-80*,-36*
SW-620,86,105,-67*,-27*
HCC-2998,103,110,-97*,-18*

Additional compounds:
(13) COc1ccc(/C=C(\C#N)n2nc3ccc(C(=O)Nc4ccc(SC)cc4)cc3n2)cc1
(14) Cn1nc(C(F)(F)F)cc1-c1c[nH]c(OCc2ccc(Cl)cc2)c(-c2ccc(Cl)c(C(F)(F)F)c2)c1=O
(15) CC(=O)c1cccc(/C(N)=N/C(N)=N/c2nc3ccccc3s2)c1
(16) Brc1cnc[nH]1
(17) C=CCn1c(SCC(=O)Nc2ccc(C(=O)/C=C/c3ccc(OC)cc3)cc2)nnc1-c1c[nH]c2ccccc12
(18) O=C(O)c1cnc(C2OCCO2)s1

assay / compound,13,14,15,16,17,18
HCT-15,99,6.6*,86,100,91,102
HT29,80,6.0*,109,104,110,91
COLO 205,95,-31*,111,102,122,101
SNB-75,90,-6.2*,103,96,105,92
A498,127,-61*,/,111,113,110
KM12,91,8.9*,98,107,102,94
HCT-116,73,4.5*,96,115,77,94
SW-620,/,13,105,113,107,110
HCC-2998,81,13,100,111,100,94

(19) O=C1Nc2ccccc2/C1=C\c1ccc(OCc2ccccc2)cc1
(20) Cn1c(-c2ccccc2)cc2ccccc21
(21) Nc1ccc(N=Nc2c(S(=O)(=O)O)cc3cc(S(=O)(=O)O)cc(O)c3c2O)cc1
(22) CCOC(=O)c1c(C)nc2c(c1N)CC(=O)N2Cc1ccccc1C(F)(F)F
(23) Oc1ccc(/C=N/c2n[nH]c(-c3ccc(Cl)cc3)n2)c(O)c1O
(24) Cc1ccc(S(=O)(=O)Oc2nc3ccccc3nc2N(S(=O)(=O)c2ccc(C)cc2)S(=O)(=O)c2ccc(C)cc2)cc1

assay / compound,19,20,21,22,23,24
HCT-15,100,104,111,94,100,103
HT29,107,111,100,89,95,99
COLO 205,113,110,115,111,107,113
SNB-75,85,82,81,82,70,84
A498,92,104,122,89,95,112
KM12,103,104,106,97,97,96
HCT-116,96,97,106,94,90,93
SW-620,107,102,96,106,91,105
HCC-2998,113,98,105,95,103,95

(25) Cc1ccc(NC(=O)Cc2ccc(/C=C/C(=O)c3ncc[nH]3)cc2)cc1
(26) O=C(CN1CCN(c2cc(=O)n(-c3ccccc3)c3ccccc23)CC1)N(c1ccccc1)c1ccccc1
(27) NC(=O)C(F)(F)F
(28) CN1CCN(C(=O)c2cc(-c3ccc4ncnc(N5CCc6cc(F)c(Cl)cc65)c4c3)cnc2N)CC1
(29) O=c1/c(=C\c2ccc(-c3ccccc3)o2)sc2nc(-c3ccccc3)nn12
(30) Cc1ccc([N+]2=NOC(=O)C2CN2CCN(c3cccc(Cl)c3)CC2)cc1 (configuration not stated)

assay / compound,25,26,27,28,29,30
HCT-15,11,72,113,5.6*,92,78
HT29,9.4*,91,112,14,102,91
COLO 205,49,87,106,3.9*,117,89
SNB-75,22,99,88,-35*,100,99
A498,/,76,104,-69*,84,52
KM12,11,95,103,11,/,99
HCT-116,9.0*,85,94,-30*,103,92
SW-620,12,87,104,4.9*,104,93
HCC-2998,98,109,104,-7.6*,113,/

(31) NS(=O)(=O)c1ccc(C(=O)N/N=C(\CS(=O)(=O)c2ccccc2)c2cc3ccccc3o2)cc1
(32) Cc1cc(=O)oc2cc(Oc3ccc(C(=N)N)cc3)ccc12
(33) CS(=O)(=O)c1cccc(-c2ccc3ncc(-c4ccc(S(=O)(=O)CCCN)cc4)n3n2)c1
(34) Cc1cc(C)c2c(Cn3cc(CSc4nc5cc(Cl)ccc5o4)nn3)cc(=O)oc2c1
(35) O=C(Cc1ccccc1)C(O)c1ccccc1 (configuration not stated)
(36) CC(=O)Oc1c(C2=NN(C(C)=O)C(c3ccccc3)O2)ccc2ccccc12 (configuration not stated)

assay / compound,31,32,33,34,35,36
HCT-15,104,100,104,105,108,93
HT29,108,89,101,111,95,100
COLO 205,/,113,111,111,121,105
SNB-75,96,67,86,103,18,/
A498,/,83,107,85,85,103
KM12,102,96,108,115,108,97
HCT-116,110,93,103,96,97,98
SW-620,104,103,108,103,99,102
HCC-2998,108,96,109,106,49,107

(37) COC(=O)C1=Nc2ccc(F)cc2/C1=C\c1sc(=O)[nH]c1O
(38) COc1cc(/C=C/C(=O)c2ccc(NC(=O)CSc3nnc(-c4cc(-c5ccc(S(N)(=O)=O)cc5)nc5ccccc45)n3-c3ccccc3)cc2)cc(OC)c1OC
(39) CN(Cc1cc(Br)cc(Br)c1O)Cc1cc(Br)cc(Br)c1O
(40) CCN(CC)CCCNc1ccc(N)cc1
(41) O=[N+]([O-])c1ccccc1-c1ccc(Cl)cc1
(42) CC1(C)CC[C@]23CC[C@]4(C)[C@H](CC[C@@H]5[C@@]6(C)C[C@@H](C=NCCO)C(=O)C(C)(C)[C@@H]6CC[C@]54C)[C@H]2[C@H]1OC3=O

assay / compound,37,38,39,40,41,42
HCT-15,75,97,22,103,106,108
HT29,106,90,33,101,102,103
COLO 205,105,109,84,106,112,112
SNB-75,69,71,61,81,108,96
A498,70,81,66,97,97,103
KM12,98,86,42,105,105,97
HCT-116,78,29,7.4*,104,113,92
SW-620,105,95,24,105,94,114
HCC-2998,94,110,39,/,108,106

(43) CC1CCC/C(=N/Nc2ccc3ccccc3n2)C1 (configuration not stated)
(44) Cc1nn(C(=O)c2c(-c3ccccc3)noc2C)c(C)c1N=Nc1cc(C(F)(F)F)cc(C(F)(F)F)c1
(45) Cc1occc1-c1nnc(SCC(=O)NN2C(=O)NC3(CCCCC3)C2=O)n1C
(46) CC(=O)N1N=C(c2ccccc2)CC1c1cn(-c2ccccc2)nc1-c1ccc(OCc2ccccc2)cc1 (configuration not stated)
(47) CC(=O)O[C@@H]1CC2C(C)(C)CCCC2(C)C2=C1C(=O)C(C(C)C)=CC2=O (some centres not stated)
(48) O=C(O)CC1(C(=O)O)CC2C=CC1C2 (configuration not stated)

assay / compound,43,44,45,46,47,48
HCT-15,95,105,116,97,-8.0*,103
HT29,104,94,147,92,0.8*,90
COLO 205,92,128,139,106,-51*,118
SNB-75,89,88,151,86,-12*,89
A498,/,121,116,87,-63*,/
KM12,95,99,105,99,-49*,109
HCT-116,86,97,103,94,-24*,103
SW-620,92,100,105,97,-53*,107
HCC-2998,104,107,123,93,-60*,109

(49) COc1cc(CC2C(=O)OCC2C(=O)c2ccc3c(c2)OCO3)cc(OC)c1OC (configuration not stated)
(50) CC1=CC(=O)C(c2ccc(O)cc2O)=CC1=O
(51) CC1(C)CC[C@]2(C(=O)O)CC[C@]3(C)C(=CC[C@@H]4[C@@]5(C)CC[C@H](OC(=O)c6cccnc6)C(C)(C)[C@@H]5CC[C@]43C)[C@@H]2C1
(52) Fc1ccc(/C=N/Nc2ncc(-c3cc4cc5c(cc4o3)OCO5)s2)cc1
(53) CCOC(=O)c1[nH]c(C(=O)O)c(OC(=O)CC)c1C
(54) CC(=O)N1N=C(c2ccc(Br)cc2)CC1c1cn(-c2ccccc2)nc1-c1ccc(Cl)cc1 (configuration not stated)

assay / compound,49,50,51,52,53,54
HCT-15,106,108,92,101,99,95
HT29,102,100,94,98,102,100
COLO 205,101,108,110,101,103,98
SNB-75,87,84,101,82,88,87
A498,/,85,/,99,97,112
KM12,107,105,86,104,106,102
HCT-116,106,101,93,95,101,102
SW-620,105,102,97,101,100,104
HCC-2998,111,109,108,94,100,/

(55) COc1cc(C(=O)/C=C/c2c(Cl)nc3ccccn23)cc(OC)c1OC
(56) O=C(O)CNC(=O)Cc1cccc2ccccc12
(57) CC[n+]1ccc(Nc2ccc(NC(=O)c3ccc(Nc4cc[n+](CC)c5ccc([N+](=O)[O-])cc45)cc3)cc2)cc1
(58) COc1ccc(OC)c(Nc2nnc(-c3ccc(Cl)cc3)o2)c1
(59) COc1cc(C(=O)/C=C/c2c(C(F)(F)F)nc3ncccn23)cc(OC)c1OC
(60) CCOC(=O)C(Cc1ccc(OC)c(OC)c1)C(Cc1ccc(OC)c(OC)c1)C(=O)OCC (configuration not stated)

assay / compound,55,56,57,58,59,60
HCT-15,51,111,96,96,65,100
HT29,89,106,57,49,60,114
COLO 205,106,116,70,99,/,120
SNB-75,66,104,98,59,94,87
A498,97,95,103,96,131,91
KM12,59,105,66,66,61,114
HCT-116,49,97,65,31,27,105
SW-620,78,104,93,86,59,104
HCC-2998,/,111,104,104,/,114

(61) Nc1nc2c([N+](=O)[O-])cccc2s1
(62) Nc1c(C(=O)Nc2cccc3cccnc23)sc2nc3c(cc12)C(=O)CCC3
(63) O=C(NNC(=O)c1ccc2ccccc2c1)c1cccc(Br)c1
(64) COc1cc2c(cc1OC)C1Cc3cc(OC)c(OC)cc3C(C2)N1
(65) Clc1ccc2c(c1)C[C@H]1C[C@@H](c3ccc(Br)s3)N2O1
(66) CC(C)OC(=O)c1ccc2n1CCCc1cnc(NC3CCCC3)nc1-2
(67) CC1=C(/C=C/C(C)=C/C=C/C(C)=C\C(=O)O)C(C)(C)CCC1
(68) CC1=CSC2=NC(c3ccc(Cl)cc3)=CC(c3ccc(C)cc3Br)N12 (configuration not stated)

assay / compound,61,62,63,64,65,66,67,68
HCT-15,98,97,100,94,99,69,113,93
HT29,97,112,97,99,83,74,86,98
COLO 205,106,102,118,112,126,109,100,115
SNB-75,84,98,102,98,108,100,82,89
A498,/,/,80,83,92,88,96,77
KM12,107,101,103,97,96,96,112,105
HCT-116,97,88,101,92,49,82,99,78
SW-620,101,103,110,95,97,97,113,98
HCC-2998,102,118,94,100,106,109,110,107

Screening results deposited in PubChem by NCI.
